Scp-1 inhibitor: blocks human Scp-1 phosphatase activity; Q9GZU7; Recombinant Scp1, phosphopeptide, malachite green phosphate absorbance; inhibition, % at 20 µM; actives 0.88% (n = 340,000);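 active = inhibition above about 50% at 20 µM, limit read from the data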;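 note: plate controls were DMSO wells with enzyme for no effect and wells lacking enzyme for full effect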
Target sequence (Q9GZU7 76-261 limits assumed): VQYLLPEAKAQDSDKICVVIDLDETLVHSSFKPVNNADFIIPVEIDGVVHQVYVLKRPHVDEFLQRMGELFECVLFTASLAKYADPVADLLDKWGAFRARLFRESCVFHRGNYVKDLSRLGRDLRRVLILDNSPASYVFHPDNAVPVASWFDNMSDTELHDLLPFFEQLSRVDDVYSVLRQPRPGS
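Test system: SCP-1 phosphatase catalytic domain, residues 76-261; measured by: colorimetric phosphate reagent with accelerator and stabiliser, absorbance at 630 nm; timing: enzyme reaction 45 min at room temperature, colour 5 min, stabilisation 30 min; also added: Phosphorylated 17-residue peptide substrate; compound dosing: one concentration, 20 µM, with 1.0% DMSO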
LMPTP block: blocks human LMPTP phosphatase | P24666 | recombinant LMPTP-A, OMFP fluorogenic substrate, fluorescence intensity | inhibition, % at 20 µM | actives 0.22% (n = 360,000) | AID 651560;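 active = compounds that cut the enzyme signal by at least half of the control window in the single-dose screen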;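 note: plate controls were DMSO wells with enzyme plus substrate for no effect and substrate without enzyme for full effect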
Target sequence (P24666 whole entry, looked up): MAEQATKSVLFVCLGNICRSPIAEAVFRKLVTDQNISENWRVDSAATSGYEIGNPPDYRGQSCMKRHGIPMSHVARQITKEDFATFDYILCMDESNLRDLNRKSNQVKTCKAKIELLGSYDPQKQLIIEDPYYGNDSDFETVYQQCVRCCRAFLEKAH
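Assay system: LMPTP-A enzyme. Input: 0.625 nM LMPTP-A final. Probe or stimulus: 400 µM OMFP. Compound dosing: single 20 µM dose. Schedule: 50 min dark incubation at room temperature. Detection: fluorescence intensity of OMFP turnover product. Read-out: percent inhibition versus substrate-only and uninhibited controls. Benchmarks: no-enzyme low control, uninhibited high control.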
PABP1 MLLE inh: inhibitors of microRNA-mediated deadenylation, human PABP1 MLLE binding | GST-MLLE / FITC-PAM2 fluorescence polarization | inhibition, % at 20 µM | actives 0.36% (n = 360,000) | AID 588489; in the data active = inhibition above about 35%, passing the limit was not always enough;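 note: plate controls were DMSO wells with GST-MLLE for no effect and wells lacking GST-MLLE protein for full effect; some results filed as inactive read as strong as hits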
Target sequence (P11940 whole entry, looked up): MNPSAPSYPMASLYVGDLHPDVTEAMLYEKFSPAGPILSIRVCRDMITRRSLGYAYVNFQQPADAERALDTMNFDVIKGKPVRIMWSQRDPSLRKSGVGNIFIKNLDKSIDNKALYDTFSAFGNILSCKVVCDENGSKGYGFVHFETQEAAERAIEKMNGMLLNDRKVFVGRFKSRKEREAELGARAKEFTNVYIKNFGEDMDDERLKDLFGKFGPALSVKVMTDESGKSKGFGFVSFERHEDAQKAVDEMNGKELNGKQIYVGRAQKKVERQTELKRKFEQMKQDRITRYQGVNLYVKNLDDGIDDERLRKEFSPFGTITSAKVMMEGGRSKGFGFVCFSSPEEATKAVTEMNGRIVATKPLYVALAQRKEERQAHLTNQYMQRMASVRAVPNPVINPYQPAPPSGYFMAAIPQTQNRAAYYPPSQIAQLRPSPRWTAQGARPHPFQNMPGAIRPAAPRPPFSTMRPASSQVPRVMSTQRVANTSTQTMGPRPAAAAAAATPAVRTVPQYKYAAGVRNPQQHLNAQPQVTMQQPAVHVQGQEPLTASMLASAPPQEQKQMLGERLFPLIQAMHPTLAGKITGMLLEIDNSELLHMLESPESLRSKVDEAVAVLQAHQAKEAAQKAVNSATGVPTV
NadD inh: blocks S. aureus nicotinate mononucleotide adenylyltransferase; actives 0.78% (n = 360,000); purified NadD enzyme, colorimetric absorbance read-out; inhibition, % at 20 µM; AID 602399; in the data active = inhibition above about 26%; note: some compounds past the cut are filed as inactive
SUMO1 PPI mod: alters human SUMO1 binding to SIM partners; P63165; SUMO1 binding to a labelled peptide, TR-FRET, 1 h; inhibition, % at 20 µM; actives 0.33% (n = 360,000); in the data active = inhibition above about 37%
Rpn11 block: blocks the human proteasome subunit Rpn11; O00487; human 26S proteasome, Ub4-pepOG fluorescence polarization; 20S core pre-blocked with epoxomicin; calls only at 20 µM; actives 0.59% (n = 360,000); AID 588493;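 active = inhibition at 20 µM, scaled to each plate's controls, above about 33%, limit read from the data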
CSN deneddyl inh: blocks human CSN-mediated cullin deneddylation. inhibition, % at 12.5 µM. Q92905. actives 0.38% (n = 360,000). Purified CSN, SCF-Nedd8-OG deneddylation, fluorescence polarization. AID 651999;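 active = pattern-corrected inhibition above about 35%, with an unprinted fluorescence ratio check between 0.5 and 1.5, limit read from the data, passing the limit was not always enough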;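 note: 0% = enzyme with substrate and 100% = substrate without enzyme; some results filed as inactive read as strong as hits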
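Assay system: HEK293T-derived human Csn5 enzyme; quantity: 0.24 nM enzyme; medium: Tris/NaCl/DTT buffer, pH 7.5; also added: substrate SCFSkp2-Nedd8OG, 10 nM; doses: 12.5 µM compound; schedule: 90 min reaction at room temperature; signal: FP; read-out: % inhibition of substrate cleavage by Csn5; benchmarks: substrate-only high control, full reaction low control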
STEP inh: blocks human striatal-enriched tyrosine phosphatase. P54829. recombinant STEP, OMFP fluorogenic substrate, fluorescence. inhibition, % at 20 µM. actives 0.25% (n = 360,000). AID 588621;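 active = inhibition at 20 µM, scaled per plate between control wells, above about 37%, limit read from the data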;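 note: 0% = DMSO with enzyme and substrate and 100% = substrate only without enzyme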
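medium = Bis-Tris buffer pH 6.0, 2.5 mM DTT, 0.005% Tween 20 | test system = STEP (striatal-enriched tyrosine phosphatase) enzyme, cell-free | measure = normalized % inhibition | compound dosing = 20 µM, 1% DMSO | also added = 25 µM OMFP | schedule = reaction 20 min, ambient temperature | measured by = fluorescence read at 480 nm ex / 540 nm em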
Tb MetRS inh: Trypanosoma brucei MetRS inhibition; purified T. brucei MetRS, ATP depletion, Kinase-Glo luminescence; inhibition, % at 11.9 µM; actives 0.4% (n = 360,000); AID 624268;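 active = inhibition above a per-plate cutoff of the control wells' mean inhibition plus 3 SD, cut at about 5.5% in these data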;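 note: 0% = DMSO wells median and 100% = median of wells with control inhibitor compound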
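assay system = parasite MetRS enzyme | timing = 15 min preincubation, 2 h reaction, all 25 °C | evaluation = percent inhibition relative to median high and low control wells | medium = HEPES buffer containing pyrophosphatase, BSA, spermine, DTT | compound = single dose, 11.9 µM final nominal, 0.9% final DMSO | detection = Kinase-Glo luminescence, ATP depletion format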
DNMT1 block: inhibitors of human DNMT1 | DNMT1 molecular beacon, Hinp1I cleavage, fluorescence | actives 0.83% (n = 360,000) | inhibition (reported as % activation of signal), % at 10 µM; in the data active = inhibition above about 50%
The depositor's hits bear a star; i = inactive; / = not tested or not shown.

canonical_smiles	Scp-1 inhibitor	LMPTP block	PABP1 MLLE inh	NadD inh	SUMO1 PPI mod	Rpn11 block	CSN deneddyl inh	STEP inh	Tb MetRS inh	DNMT1 block
Cc1cc(C)c(S(=O)(=O)c2ccc(F)cc2C)c(Cl)n1	-13	0.2	11	-5	3	i	-2	3	-0.4	3
O=C(CSc1nnnn1-c1ccccc1)c1ccco1	-4	-1.4	-125	-1	-1	i	0	-2	-0.7	1
O=[N+]([O-])c1cc(/C=N/O)ccc1Oc1cccc(Cl)c1	-3	-0.6	1	1	-9	i	-9	0	-0.2	4
CCOC(=O)c1ccccc1OCc1cc(/C=N/n2cncn2)ccc1OC	-14	-0.5	3	-1	-1	i	-6	2	0.0	-2
CCN1C(=O)c2ccccc2S(=O)c2ccc(C(=O)N3CCCCCC3)cc21 (stereo not drawn)	-9	-1.3	9	0	-4	i	1	-2	-0.5	1
COc1cc(NC(=O)CCc2c(C)noc2C)c(Cl)cc1C(=O)O	25	0.1	-6	0	1	i	11	2	-0.2	8
CCOC(=O)C[C@H]1c2cc(C(F)(F)F)ccc2S(=O)(=O)N1C(C)C	4	0.3	7	-3	-1	i	-1	-2	-0.5	1
CCOC(=O)CNC(=O)Nc1ccccc1C(=O)OC	-5	0.5	-1	2	3	i	1	3	0.2	6
Cc1cc(Br)c(NC(=O)c2ccccc2[N+](=O)[O-])cc1C	-2	-0.7	-2	4	-14	i	-1	2	1.6	-1
CCOC(=O)CNC(=S)N(CCCN1CCCCCC1)Cc1cccs1	-7	0.4	-73	0	-1	i	-1	1	-0.2	-2
O=C1c2ccccc2NC(c2c(Cl)cccc2Cl)N1Cc1ccccc1 (stereo not drawn)	-13	6.5	4	-2	2	i	3	0	-1.4	-8
CCN(CC)C(=O)CSc1nc2cc3c(cc2c(=O)n1Cc1ccco1)OCO3	10	0.4	4	-1	2	i	-6	-1	-0.2	1
Cc1cccc(NC(=O)C(C)Sc2nc3nc(C)cc(C)n3n2)c1 (stereo not drawn)	-12	-0.8	-3	0	3	i	4	-2	-0.1	-2
Cc1cc(C)nc(SCC(=O)NC2=NN=C(c3ccc(Br)cc3)CS2)n1	5	0.3	13	20	1	i	-3	1	-0.1	-14
CC(C)OCCCNC(=O)C1CCC(CNS(=O)(=O)c2ccc(Cl)cc2)CC1 (stereo not drawn)	-6	-0.8	-2	1	0	i	2	0	-1.0	16
O=c1c2cc([N+](=O)[O-])cc([N+](=O)[O-])c2[nH]n1-c1ccccc1	9	5.8	-4	2	-22	i	-4	5	-0.2	-3
Cc1cccc(CNC(=O)Cn2ccc3cc(S(=O)(=O)N4CCCC4)ccc32)c1	-5	-0.2	5	6	0	i	-7	-1	0.7	0
CC(NC(=O)C1CCCN(S(=O)(=O)N2CCOCC2)C1)c1ccccc1 (stereo not drawn)	-5	-1.0	5	6	-7	i	3	0	-0.3	2
Cc1cc(NCCCN2CCOCC2)n2nc(C)c(-c3ccc(F)cc3)c2n1	-8	-2.6	-2	-7	6	i	1	-1	-0.1	0
CC(=O)Nc1cccc(-c2cc(NC=O)c3ncc(-c4cccc(C(C)=O)c4)n3c2)c1	/	1.3	-16	-5	-6	i	5	-2	-0.3	-7

Brought forward from above: four entries; new compounds follow.
canonical_smiles	Scp-1 inhibitor	LMPTP block	PABP1 MLLE inh	NadD inh	SUMO1 PPI mod	Rpn11 block	CSN deneddyl inh	STEP inh	Tb MetRS inh	DNMT1 block
Cc1cccc(CNC(=O)Cn2ccc3cc(S(=O)(=O)N4CCCC4)ccc32)c1	-5	-0.2	5	6	0	i	-7	-1	0.7	0
CC(NC(=O)C1CCCN(S(=O)(=O)N2CCOCC2)C1)c1ccccc1 (stereo not drawn)	-5	-1.0	5	6	-7	i	3	0	-0.3	2
Cc1cc(NCCCN2CCOCC2)n2nc(C)c(-c3ccc(F)cc3)c2n1	-8	-2.6	-2	-7	6	i	1	-1	-0.1	0
CC(=O)Nc1cccc(-c2cc(NC=O)c3ncc(-c4cccc(C(C)=O)c4)n3c2)c1	/	1.3	-16	-5	-6	i	5	-2	-0.3	-7
COCCn1c(SC(C)C(=O)NCC2CCCO2)nc2scc(-c3ccc(F)cc3)c2c1=O (stereo not drawn)	-2	0.0	5	-5	3	i	-4	-1	-0.6	-1
Cc1ccnc(NC(=O)CCCc2c[nH]c3ccccc23)c1	-10	1.8	-7	-4	2	i	-3	6	-0.5	-1
CC(=O)Nc1ccc(S(=O)(=O)Nc2nnc(Cc3ccc(Cl)cc3)s2)cc1	-7	-0.4	21	0	7	i	-2	0	-0.4	-2
CC1(C(=O)NCc2cccnc2)Cc2c(-c3cccc(C(F)(F)F)c3)ccnc2O1 (stereo not drawn)	/	-1.4	13	-1	2	i	1	2	-0.2	-3
c1ccc2[nH]c(NCc3ccc4c(c3)OCO4)nc2c1	-5	1.5	-60	-5	-3	i	-9	1	18*	0
C=CCOc1ccc(/C=C/C(=O)OCC(=O)NCC2CCCO2)cc1 (stereo not drawn)	-8	-0.1	11	0	-9	i	-3	0	-0.3	1
CCOC(=O)Cn1nc(-c2ccc(C)cc2)c2ccccc2c1=O	-6	0.7	23	-10	0	i	-4	-4	-0.9	-1
CC1CCCCC1NC(=O)CCS(=O)(=O)c1cc2c(cc1Cl)NC(=O)CO2 (stereo not drawn)	1	-1.4	11	-2	1	i	-2	0	0.1	4
NC(=O)c1ccccc1OCC(=O)NC12CC3CC(CC(C3)C1)C2	-5	-0.7	-31	4	3	i	3	-1	-1.2	2
COc1ccc(C(O)c2nc(-c3cccs3)cs2)cc1 (stereo not drawn)	/	0.1	8	-1	-11	i	-4	-1	-0.3	1
C=CCN(CC=C)C(=O)c1cc(Cl)ccc1[N+](=O)[O-]	-11	-1.9	13	-5	-22	i	-2	-2	0.2	1
Cc1nnc(NC(=O)COc2ccc3c(C)cc(=O)oc3c2)s1	71*	1.2	7	-1	32	i	5	3	-1.2	9
CC(C)N(C(=O)c1ccc2nc(-c3ccccc3)c(-c3ccccc3)nc2c1)C(C)C	-6	3.2	7	2	-14	i	-16	1	-0.6	-3
COc1ccc(Cl)cc1CNC[C@H]1O[C@@H](n2ccc(N)nc2=O)[C@H](O)[C@@H]1O	/	-0.9	3	5	-1	i	-4	0	-0.5	-1
Cc1nnc(SCC(=O)N2CC(C)OC(C)C2)n1-c1ccccc1 (stereo not drawn)	-6	-1.7	-3	-2	4	i	0	2	-0.2	2
C[C@@H]1CN(c2c(F)c(F)c3c(=O)c(C(=O)O)cn(C4CC4)c3c2F)C[C@H](C)N1	-7	-1.0	3	-4	4	i	-1	0	-0.7	-1
CCOCCCNc1nc(-c2ccccc2)nc2ccccc12	-4	58*	7	-8	13	i	1	-2	0.4	2
COc1ccc(-n2nc(C(=O)NCC(=O)N3CCN(c4ccccc4F)CC3)c3ccccc3c2=O)cc1	4	1.8	1	2	-36	i	3	2	-0.3	-2
CC(=O)Nc1ccc(NC(=O)C2CC(=O)N(c3cccc(Cl)c3)C2)cc1 (stereo not drawn)	-8	0.1	-5	-2	6	i	3	0	0.0	3
CCOc1ccc2nc(N(CCCN(C)C)C(=O)c3ccc(S(=O)(=O)N4CCCC4)cc3)sc2c1	4	-1.5	20	-10	3	i	4	-2	-0.9	0
CCOc1ccc(NC(=O)c2ccc(NC(=O)Cc3n[nH]c(=O)c4ccccc34)cc2)cc1	-7	0.6	9	2	2	i	4	-1	-0.3	6
COc1ccc(C(C)NS(=O)(=O)Cc2ccccc2)cc1 (stereo not drawn)	-5	-1.6	2	0	4	i	9	-6	-1.6	5
COc1cc(NC(C)=O)c2ncccc2c1Br	/	-0.8	8	0	-18	i	3	-2	0.9	2
CCOC(=O)c1ccccc1NC(=O)Cc1ccc(OC)c(S(=O)(=O)N2CCOCC2)c1	3	-1.1	-2	0	9	i	-3	-6	-0.2	2
COc1ccccc1/C=C/C=NC1C(=O)N(c2ccccc2)[N+](C)=C1C (stereo not drawn)	-8	-0.4	-3	-7	-13	i	0	-3	0.2	2
CC(C)Oc1ccc(/C(O)=C2/C(=O)C(=O)N(CCN(C)C)C2c2ccco2)cc1 (stereo not drawn)	-5	-4.3	6	1	-4	i	5	1	-0.4	-1
Cn1c(N)c(S(=O)(=O)N2CCN(C(=O)c3ccco3)CC2)c(=O)n(C)c1=O	-6	-1.8	11	-1	-1	i	0	-3	-1.1	3
Cc1noc(NS(=O)(=O)c2ccc(NC(=O)CCC3CCCCC3)cc2)c1C	-11	-1.1	1	2	4	i	5	-1	-0.3	1
Cc1cc(N2CCOCC2)nc(-c2ccccc2O)n1	-6	0.8	-4	3	7	i	0	-11	0.1	2
CC(CNS(=O)(=O)c1ccccc1)(c1ccccc1)N1CCOCC1 (stereo not drawn)	-2	-1.1	9	-2	4	i	0	2	-0.1	-1
COc1ccccc1-n1nnnc1SCC(=O)NCC1(N2CCCCC2)CCCCC1	-8	0.8	-11	-1	-2	i	0	0	-0.1	-2
CN(CC(=O)NCCc1ccc(S(N)(=O)=O)cc1)CC(=O)Nc1ccccc1Cl	11	-0.5	-17	1	1	i	-1	-1	-0.2	2
CC1CCCC(C)N1NC(=O)c1ccc(Cl)c(S(N)(=O)=O)c1 (stereo not drawn)	-1	-1.3	-8	5	-1	i	-3	-1	-0.5	2
COc1cc(CNCc2cccs2)cc(Br)c1OC	4	-0.4	8	-2	2	i	0	3	0.0	-1
CCN(CC)c1ccc(NC(=O)c2cc(Cl)ccc2OC)cc1	4	1.4	-1	-2	0	i	0	5	-0.7	-3
CSc1sc(C)cc1C=O	3	-1.3	1	3	0	i	0	-3	-0.7	0
Cc1cccc(NC(=S)Nc2ccc(Br)cc2)c1	1	-0.2	20	-5	-2	i	-3	-2	-0.8	-3

Rows are unselected; 3.6% or so of the library scored in one or more.
